AddAB inh – less growth of phage-infected E. coli with AddAB | 0.29% of 330,000 active | inhibition, % at 11.9 µM | AID 435030 | E. coli expressing H. pylori AddAB, absorbance growth; in the data active = inhibition above about 12%;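 note: 0% = vehicle wells of infected cells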
SR-BI DiI inh – inhibitors of mouse SR-BI mediated HDL lipid uptake; Q61009; ldlA[mSR-BI] CHO cells, DiI-HDL uptake fluorescence, 3 h; inhibition, % at 12.5 µM; 0.96% of 320,000 active;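 active = mean replicate inhibition of at least 70% and a set share of replicates each scoring 70 or more; inconclusive = meets just one of the two criteria; inactive = fails both criteria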;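 note: 0% = median of neutral control wells and 100% = median of positive control wells; values of inactives mirror those of a sister screen read the other way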
Target sequence (Q61009 whole entry, looked up): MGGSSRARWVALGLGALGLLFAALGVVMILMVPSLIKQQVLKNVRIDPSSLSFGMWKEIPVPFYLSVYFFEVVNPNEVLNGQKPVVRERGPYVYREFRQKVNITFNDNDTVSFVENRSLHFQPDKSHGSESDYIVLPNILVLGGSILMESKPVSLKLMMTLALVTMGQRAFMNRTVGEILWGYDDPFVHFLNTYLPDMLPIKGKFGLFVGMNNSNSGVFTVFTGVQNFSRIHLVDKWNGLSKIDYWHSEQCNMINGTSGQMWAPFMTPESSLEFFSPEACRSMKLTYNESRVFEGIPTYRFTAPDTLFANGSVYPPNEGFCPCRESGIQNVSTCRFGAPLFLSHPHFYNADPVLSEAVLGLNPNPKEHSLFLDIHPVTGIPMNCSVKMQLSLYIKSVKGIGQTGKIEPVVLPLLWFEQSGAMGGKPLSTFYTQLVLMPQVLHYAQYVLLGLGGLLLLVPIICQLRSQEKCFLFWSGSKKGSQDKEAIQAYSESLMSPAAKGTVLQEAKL
phage Ecoli inh – E. coli growth loss with phage present | growth absorbance | inhibition, % at 11.9 µM | 0.26% of 360,000 active; in the data active = inhibition above about 11%
CAL PDZ FP-1 – blocks peptide binding to the human CAL PDZ domain; Q9HD26; inhibition, % at 24.9 µM; purified CAL PDZ, TMR-peptide fluorescence polarization, 1 h; 0.92% of 300,000 active; AID 602252;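 active = mean inhibition of at least 30% with at least half of replicates also reaching 30%; inconclusive = no clear call, values can overlap the other calls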;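 note: 0% = DMSO neutral control and 100% = excess unlabeled competitor peptide PRC23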
CAL PDZ FP-2 – blocks peptide binding to human CAL PDZ domain | Q9HD26 | purified CAL PDZ, TMR-peptide fluorescence polarization, 1 h | inhibition, % at 20 µM | 0.02% of 330,000 active | AID 504414;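 active = highest replicate inhibition of at least 40%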;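 note: plate controls were DMSO neutral control wells for no effect and unlabeled competitor peptide control wells for full effect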
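material = purified tagged CAL PDZ domain construct (CerCALP) | compound dosing = 20 µM, one dose | times = 1 h at RT | measured by = fluorescence polarization from S- and P-plane intensities, G-factor corrected | read-out = inhibition from polarization loss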
SR-BI DiI-HDL act – activators of SR-BI mediated HDL lipid uptake; 0.096% of 320,000 active; CHO ldlA[mSR-BI] cells, DiI-HDL uptake fluorescence, 3 h; 100 = double the neutral-control signal; activation, % at 12.5 µM; AID 504775;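 active = mean replicate activation of at least 60% and every replicate at or above 60%; inconclusive = mean or all-replicate condition met, but not both; inactive = mean below 60% and not all replicates reaching 60%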;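 note: 0% = median plate neutral-control signal and 100% = twice that signal; values of inactives mirror those of a sister screen read the other way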
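System: LDL receptor-deficient CHO ldlA cells overexpressing murine SR-BI | Timing: 3 h uptake period with compound, 37 °C | Medium: HEPES-buffered (25 mM, pH 7.4) F12 plus 0.5% BSA | Dosing: Single-point compound dose | Signal: Bottom-read fluorescence, 550/595 nm | Read-out: Retained DiI signal reflecting DiI-HDL uptake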
Tat transport – inhibitors of E. coli Tat protein transport | E. coli MC4100 TorA-mCherry Tat export, fluorescence | inhibition, % at 10 µM | 0.036% of 340,000 active | AID 488895;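 active = mean replicate inhibition at least 50% and at least half of replicates individually reaching 50%; inconclusive = only one of the two criteria met; inactive = neither criterion met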;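 note: exported cargo escapes ClpAP degradation while cytoplasmic cargo is degraded and loses fluorescence; 0% = median of neutral control wells and 100% = median of NaSCN control wells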
E coli growth – counter-screen for AddAB inhibitors: E. coli growth inhibition. 0.27% of 330,000 active. E. coli V3065 growth, OD600 absorbance, 18 h. AID 449728. inhibition, % at 11.9 µM;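 active = inhibition above the campaign's mean inhibition across all tested compounds plus 3 SD, cut at about 9.9% in these data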;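 note: uninfected addAB+ strain grown without phage in ampicillin broth; 0% = DMSO wells and 100% = ciprofloxacin 0.95 µg/ml wells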
Wnt act – Wnt/beta-catenin pathway activation; 1.2% of 300,000 active; activation, % at 9.35 µM; Wnt/beta-catenin reporter cell assay, activator, plate reader; AID 743398; in the data active = activation above about 30%, passing the limit was not always enough; inconclusive = no clear call, values can overlap the other calls;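 note: 0% = neutral control wells and 100% = positive control wells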
MITF TRPM1 HTS – activators of MITF-driven TRPM1 promoter activity in SK-MEL-5 cells. 0.75% of 300,000 active. activation, % at 12.5 µM. SK-MEL-5 TRPM1-promoter luciferase, 24 h; % of positive control, neutral wells = 0. AID 588334;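 active = mean activation of at least 80% with every replicate also reaching 80%; inconclusive = mean reaches 80% but some replicate falls short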;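 note: 0% = neutral control wells and 100% = parthenolide positive control wells; values of inactives mirror those of a sister screen read the other way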
* marks the source's active call; other numbers are inactive results; ? = inconclusive; nt = no result given.

SMILES	AddAB inh	SR-BI DiI inh	phage Ecoli inh	CAL PDZ FP-1	CAL PDZ FP-2	SR-BI DiI-HDL act	Tat transport	E coli growth	Wnt act	MITF TRPM1 HTS
COc1ccc(OCC(=O)Nc2ccccc2OC(F)F)cc1	0.2	0	2.8	-27	-0.8	0	10	-1.3	nt	0
CC(=O)c1cccc(NC(=O)C(C)OC(=O)c2ccc(Br)o2)c1 (centres undefined)	1.8	-42	1.6	-2	-2.3	nt	1	2.5	-1	-3
CCOC(=O)c1cnc2ccc(C(=O)OC)cc2c1Nc1ccc(C(=O)O)cc1	4.1	-19	3.2	6	-0.2	19	-2	-2.1	1	-6
N#CC(c1ccc(Cl)cc1)N1CCOCC1 (centres undefined)	1.6	-13	1.7	nt	-0.2	13	-5	2.5	-2	1
COC(=O)c1cccc(Oc2nc3c(c(=O)n(C)c(=O)n3C)n2Cc2ccc(C)cc2)c1	2.2	nt	-1.9	0	-1.8	nt	-1	1.5	1	-2
COc1ccc2cc(C(c3nnnn3C3CCCC3)N3CCc4ccccc4C3)c(=O)[nH]c2c1 (centres undefined)	-0.3	11	1.0	-2	-0.3	-11	-7	2.4	nt	nt
Cc1ccc(NC(=O)C2CC(c3ccc(F)cc3)=NO2)cc1 (centres undefined)	3.4	15	1.7	-6	-0.2	-15	2	2.2	nt	9
COc1ccccc1/C=C/C(=O)NNC(=O)c1cc(C)oc1C	0.2	6	3.0	-2	-0.8	-6	-5	4.7	-2	3
Cc1nc(C)c(-c2csc(Nc3ccc(F)cc3)n2)s1	1.6	66	2.5	-2	-3.0	-66	6	-3.0	34*	36
CN1C(=O)CSc2ccc(NC(=O)NCc3ccccc3)cc21	3.3	19	1.7	5	-0.9	-19	-2	-0.3	2	-12
Cc1nc(NC(=S)Nc2ccccc2)sc1C	0.7	4	3.1	6	0.3	-4	1	-4.4	80*	54
O=C(COC(=O)c1nc(Cl)ccc1Cl)Nc1cccc(S(=O)(=O)N2CCOCC2)c1	nt	-1	1.5	-4	-0.6	1	7	nt	-1	6
Nc1cccc(C(=O)Nc2ccccc2Cl)c1	0.2	-11	3.1	0	-1.1	11	-4	0.6	nt	nt
CC(Sc1nnc2n1CCCCC2)C(=O)Nc1cccc(S(=O)(=O)N2CCOCC2)c1 (centres undefined)	nt	-14	3.2	2	-1.9	14	-6	nt	7	-2
CCOC(=O)C1=C(Cn2ccc(C(F)(F)F)n2)NC(=O)NC1c1ccc2c(c1)OCO2 (centres undefined)	1.6	36	2.6	-4	-0.4	-36	-3	-2.3	nt	-10
O=C(CSc1nnc(-c2ccc(F)cc2)n1-c1ccccc1)NCCN1C(=O)CSC1=O	0.1	-12	0.3	11	-0.5	12	-6	0.8	0	7
CCOC(=O)c1oc2c(c1C)/C(=N/O)CCC2	0.2	16	1.4	-7	nt	-16	4	-1.9	57*	70
CC(Sc1nnc(-c2ccco2)n1N)C(=O)NC1CCCCC1C (centres undefined)	1.4	-14	6.4	nt	-0.6	14	-1	-0.9	-1	-5
CCCN(C(=O)CSCc1ccc(Cl)cc1)c1c(N)n(Cc2ccccc2)c(=O)[nH]c1=O	2.0	15	0.8	-3	-0.8	-15	-11	0.7	-1	-2
CCCCCCCc1nc2nc(C)c(Br)c(=O)n2[nH]1	2.8	nt	-1.8	1	-2.8	nt	2	3.6	-3	2
COC(=O)[C@]1(Cc2ccccc2)N[C@H](CN(C)C(=O)c2ccc(F)cc2)[C@@H]2C(=O)N(C)C(=O)[C@@H]21	1.5	0	2.3	2	0.0	0	5	-1.2	-1	8
Cc1ccccc1Nc1nnc(SCC2CCCCO2)s1 (centres undefined)	3.4	-9	2.0	-2	-2.4	9	2	0.8	50*	13
Cn1cnc(NCc2ccccc2)c1[N+](=O)[O-]	-1.8	-7	3.2	2	-0.1	7	3	1.6	-1	nt
Cc1nc2c(nnn2Cc2ccccc2)c(=O)[nH]1	2.8	-23	4.0	1	-1.9	23	-11	-0.2	-2	-10
COc1ccc(C(=O)NC23CC4CC(CC(C4)C2)C3)cc1	1.8	nt	-0.6	-3	0.2	nt	1	0.0	2	14

Other compounds follow.
SMILES	AddAB inh	SR-BI DiI inh	phage Ecoli inh	CAL PDZ FP-1	CAL PDZ FP-2	SR-BI DiI-HDL act	Tat transport	E coli growth	Wnt act	MITF TRPM1 HTS
Cc1ccc(Nc2ncc3c(n2)CC(C)CC3=O)c(C)c1 (centres undefined)	1.5	-6	3.3	nt	-0.7	6	10	2.4	52*	nt
CCOC(=O)c1c(CSc2ccccc2)n(C)c2cc(Br)c(O)c(CN(C)C)c12	-1.8	nt	1.2	nt	-0.8	nt	9	1.1	1	2
COc1ccc(NS(=O)(=O)c2cccc(C(=O)N/N=C/c3ccc4c(c3)OCCO4)c2)cc1	-0.7	24	1.1	3	-2.8	-24	0	0.3	1	-12
O=S(=O)(c1cccc2cccnc12)N1CCN(c2ccccn2)CC1	0.8	-14	4.3	1	-0.9	14	-3	1.9	-1	-6
CCOc1ncccc1C(=O)Nc1ccc2c(c1)OCCO2	0.1	32	3.3	-6	0.3	-32	4	-1.9	2	-5
CCc1nnc(NC(=O)c2ccc(S(=O)(=O)N3CCN(Cc4ccccc4)CC3)cc2)s1	1.8	-15	0.1	-3	-1.8	15	-1	-0.7	nt	-13
Cn1nc(-c2ccc(Cl)cc2)c2cc(C(=O)N3CCCC3)sc21	2.5	20	0.9	nt	-3.0	-20	-1	-1.5	10	-41
CCOC(=O)c1cnn(-c2nc(CC)nc3sc4c(c23)CCC4)c1N	3.3	2	1.2	-5	0.3	-2	7	0.8	0	-5
Cc1ccc(C(=O)N2CC(=O)Nc3ccc(F)cc3C2c2ccc(F)cc2)cc1 (centres undefined)	-1.9	-5	2.1	-5	0.0	5	3	-2.6	-1	6
CC(C)c1ccc(/C=N/NC(=O)c2c(Cl)cnn2C)cc1	-1.7	19	4.0	-1	-1.6	-19	-3	0.1	nt	93*
COc1cc(/C=C(\C#N)C(=O)Nc2cccc(C(=O)O)c2)ccc1OCc1ccc(C)cc1	1.5	-37	1.8	-3	-4.8	37	10	-1.3	25	91*
Cc1ccc(N2C(=O)SC(N(CC(=O)O)c3ccc(C)cc3)C2=O)cc1 (centres undefined)	0.6	-23	0.1	nt	-2.7	23	4	-1.9	4	-2
CC(C)c1cccc(C(C)C)c1NC(=O)COC(=O)c1ccc2c(c1)S(=O)(=O)c1ccccc1C2=O	1.4	6	-0.1	-2	-1.3	-6	-10	-0.6	nt	15
COC(=O)c1cccc(NC(=O)c2cccs2)c1C	4.2	-17	3.9	-4	-0.1	17	-3	2.1	0	11
O=C(COc1ncnc2cc([N+](=O)[O-])ccc12)N(CCc1ccccc1)Cc1ccccc1	-0.3	-43	3.5	-4	-1.3	43	-5	0.5	-4	20
CC(C)=NNc1ncnc2nc[nH]c12	nt	-14	3.6	-3	-0.8	14	0	nt	-4	nt
Cn1c(SCc2cccc(F)c2)nnc1-c1ccccn1	0.3	-10	2.2	nt	-0.3	10	-8	1.1	nt	45
CCOC(=O)c1sc2nc(C)nc(N3CCN(S(=O)(=O)c4ccccc4)CC3)c2c1C	2.7	25	1.0	-5	-0.5	-25	8	-0.2	-3	8
Cc1ccccc1CSCCNC(=O)c1ccccc1	3.5	3	5.8	-2	-3.6	-3	-4	2.2	nt	0
COc1ccc(CCNC(=O)c2cccc(C(=O)NCCc3ccc(OC)cc3)n2)cc1	0.9	45	1.8	nt	-2.6	-45	9	-0.6	2	nt
O=C(c1ccc2c(Cl)c3c(nc2c1)CCCC3)N1CCC(N2CCCCC2)CC1	-0.5	6	2.6	nt	-3.6	-6	-6	-1.6	-6	9
O=C(N/N=C/C=N/NC(=O)c1ccco1)c1ccco1	2.0	-31	0.6	-5	0.9	31	-2	0.2	0	0
O=C(NCCN=C1NS(=O)(=O)c2ccccc21)c1ccco1	1.3	-11	nt	-1	-2.9	11	2	0.5	0	-13
Cn1c(N)c(C(=O)COC(=O)c2ccccc2C(=O)c2ccccc2)c(=O)n(C)c1=O	1.4	-14	-0.5	-2	-1.6	14	8	0.7	0	nt
Cc1cc(C)cc(OCC(=O)Nc2ccccc2C(=O)N2CCOCC2)c1	-0.4	29	2.9	4	16	-29	2	0.8	-2	-16

Further results:
SMILES	AddAB inh	SR-BI DiI inh	phage Ecoli inh	CAL PDZ FP-1	CAL PDZ FP-2	SR-BI DiI-HDL act	Tat transport	E coli growth	Wnt act	MITF TRPM1 HTS
CCOC(=O)c1ccc(NS(=O)(=O)CC)cc1	2.5	-30	3.5	-6	-1.3	30	-1	1.4	nt	0
Cc1ccc(CS(=O)(=O)CCC(=O)NCCCN2CCCC2)cc1	2.2	14	1.8	-1	0.4	-14	?	-0.2	nt	-3
CC1(CCc2ccccc2)NC(=O)N(Cc2nnc(-c3ccccc3Br)o2)C1=O (centres undefined)	2.8	12	3.4	nt	-0.4	-12	0	2.1	-2	nt
Cc1ccc(S(=O)(=O)NCC2CCC(C(=O)NCCCN3CCCC3=O)CC2)cc1 (centres undefined)	1.9	-1	1.3	5	-1.3	1	-1	-0.1	1	7
CCOC(=O)C1CCN(C(=O)C(CCSC)NC(=O)COc2ccccc2)CC1 (centres undefined)	0.8	-11	9.4	-4	-0.2	11	-1	1.2	1	nt
O=c1c2ccccc2cnn1-c1ccc2ccccc2c1	-1.7	-18	3.9	nt	-2.9	18	-3	-2.7	nt	29
CCCCNC(=O)COC(=O)c1ccc(NS(=O)(=O)c2ccc3c(c2)OCCO3)cc1	1.4	-19	3.4	-2	-1.0	19	9	0.1	-3	nt
CCOC(=O)c1c(N)sc(C(=O)N(CC)CC)c1C	0.6	-10	1.9	8	-0.8	10	4	-1.4	0	-6
CCc1ccc(NC(=O)N2CCN(c3ccc(F)cc3)CC2)cc1	nt	25	7.0	-11	-0.9	-25	0	nt	-1	-3
Nc1n[nH]c2cc(=O)n(-c3cccc(C(F)(F)F)c3)nc12	0.2	-7	4.9	-4	-1.9	7	4	-0.8	12	13
CCOCCCNC(=O)C1CCN(Cc2ccc(OCc3ccccc3)c(OC)c2)CC1	-0.5	8	0.8	-4	-1.7	-8	-5	-1.8	5	nt
CC(C)CC(C(=O)NC1CCCC1)N(Cc1cccs1)C(=O)c1snc(C(N)=O)c1N (centres undefined)	-4.0	-17	-1.1	-1	-1.2	17	11	-3.5	-9	10
Nc1ccc(S(=O)(=O)Nc2nc3ccccc3o2)cc1	7.8	6	4.3	-5	0.3	-6	8	9.1	0	nt
Cc1nc(N)sc1-c1csc(Nc2ccc(S(N)(=O)=O)cc2)n1	nt	21	0.6	-1	0.3	-21	3	nt	0	nt
CCOC(=O)Cn1cc(Cl)cc(C(=O)Nc2ccccc2)c1=O	0.5	12	1.7	-3	-7.5	-12	-10	-2.0	0	6
O=C(NCc1cccs1)c1cnc2sccn2c1=O	2.1	-35	2.1	nt	-0.1	35	-5	-0.8	-2	4

High-throughput results deposited in PubChem by several laboratories.
